Source: PubChem BioAssay (National Center for Advancing Translational Sciences (NCATS))
G9a block: G9a (human) methyltransferase inhibition; Q96KQ7; G9a H3K9 monomethylation, AlphaScreen, 2 h; Potency, µM (doses to about 102 µM), for the others: at the highest dose activity, negative = inhibition, usual class: inhibitors; hit rate 8.8% among 350,000; AID 504332; also: potency is read from the fitted curve at half-maximal effect; % is scaled to controls: 0 for no effect and ±100 for the full control effect; nearly all actives have a fitted effect of over 75% in size
Target sequence (Q96KQ7 913-1193 limits assumed): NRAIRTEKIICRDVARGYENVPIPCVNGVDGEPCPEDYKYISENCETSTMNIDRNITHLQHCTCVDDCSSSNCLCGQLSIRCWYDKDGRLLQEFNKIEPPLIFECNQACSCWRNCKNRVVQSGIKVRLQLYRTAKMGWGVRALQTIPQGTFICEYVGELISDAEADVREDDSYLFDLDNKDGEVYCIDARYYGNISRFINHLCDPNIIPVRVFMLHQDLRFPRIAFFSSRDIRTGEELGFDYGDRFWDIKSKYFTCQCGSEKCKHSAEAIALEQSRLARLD
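AlphaScreen detection with an anti-monomethyl H3K9 antibody quantified product after a 2 h room-temperature reaction containing 500 nM biotinylated H3K9 peptide, 20 µM SAM and 20 nM enzyme, which had been preincubated 15 min with compound.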
POLH inh: inhibitors of human DNA polymerase eta; Q9Y253; recombinant Pol eta, fluorescent DNA replication assay; Potency, µM (titrated, usually from 114 µM), inactives show top-dose activity change, negative = inhibition, hits mostly inhibitors; hit rate 1.2% among 390,000; AID 588591; also: potency is read from the fitted curve at half-maximal effect; % is scaled to controls: 0 for no effect and ±100 for the full control effect
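Pol eta at 10 nM preincubated with compounds 15 min at room temperature; reaction started with fluorescent substrate (50 nM final) and read kinetically at 0 and 10 min.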
HP1b binding inh: HP1-beta chromodomain-methylated histone interaction inhibition | AlphaScreen HP1-beta / biotin-H3K9me3 peptide binding | Potency, µM (top dose mostly 114 µM), inactives show at the highest dose activity change, negative = inhibition, usual class: inhibitors | hit rate 0.56% among 390,000 | AID 540317; also: potency is read from the fitted curve at half-maximal effect; nearly all actives have a fitted effect of over 70% in size; inactives centre near 23
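AlphaScreen: HP1-beta (50 nM) preformed 30 min with biotin-H3(1-18)K9me3 peptide (50 nM) in PBS pH 7.4, 0.01% Tween-20. Compound added for 30 min at RT, then streptavidin donor/nickel chelate acceptor beads (10 ug/mL) for 30 min.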
Pin1 inh: blocks the human prolyl isomerase Pin1; Q13526; Pin1 FP peptide displacement, HiFluor488, 10 min; Potency, µM (doses to about 115 µM), inactives show at the top dose activity, negative = inhibition, actives largely listed as inhibitors; hit rate 0.009% among 390,000; AID 504891; active = well fitted inhibition curve with a large enough effect in the polarisation, with a control signal flat, not every such curve was filed as active; inconclusive = small, poorly fitted or top-dose-only effect, or effect the other way, or a change in a side signal; inactive = no such curve, though single readings can be large or run the other way; the % refers to the polarisation; also: potency is read from the fitted curve at half-maximal effect; % is scaled to controls: 0 for no effect and ±100 for the full control effect
Target sequence (Q13526 whole entry, looked up): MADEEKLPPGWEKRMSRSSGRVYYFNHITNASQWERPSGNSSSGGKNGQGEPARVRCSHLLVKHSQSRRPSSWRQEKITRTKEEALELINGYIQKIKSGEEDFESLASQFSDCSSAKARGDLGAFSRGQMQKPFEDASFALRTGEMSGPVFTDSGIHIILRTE
PI4K2A inh: blocks human PI4K2A kinase activity; activity change, negative = inhibition, % at 76.9 µM; AID 1346378; purified PI4K2A, ADP-Glo luminescence, 1 h; stronger effect = lower value; hit rate 0.13% among 420,000; in the data active = activity change below about -50%; inconclusive = mostly about -30% to -49%;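 also: -100% = wells without enzyme as full effect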
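In this quantitative HTS, ADP production by PI4K2A was quantified luminescently after 1 h at ambient temperature; 100 microM adenosine served as plate-quality control.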
BAZ2B block: inhibitors of human BAZ2B bromodomain. Q9UIF8. AlphaScreen BAZ2B-H3K14Ac peptide displacement. Potency, µM (series often up to 114 µM), for the others: top-dose activity change, negative = inhibition, hits mostly inhibitors. hit rate 4.4% among 360,000. AID 504333; also: potency is read from the fitted curve at half-maximal effect; % is scaled to controls: 0 for no effect and ±100 for the full control effect; nearly all actives have a fitted effect of over 60% in size
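Inhibition is scored as reduced AlphaScreen emission. The BAZ2B/b-H3(5-23)K14Ac complex (50 nM each) in PBS pH 7.4, 0.01% Tween-20 meets compound (up to 110 uM) for 30 min at RT before bead addition.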
GLS inhibitor: inhibitors of human glutaminase (GLS). O94925. GLS enzymatic activity, qHTS titration. Potency, µM (series often up to 45.5 µM), for inactives: at the highest dose activity change, negative = inhibition, hits mostly inhibitors. hit rate 0.21% among 410,000. AID 624170; also: potency is read from the fitted curve at half-maximal effect; % is scaled to controls: 0 for no effect and ±100 for the full control effect
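Read-out is an Amplex red fluorescence increase coupled through glutamate oxidase and HRP, measured before and after 30 min room-temperature incubation. hKGA is in 45 mM KH2PO4 (pH 8.2) with 0.02% Tween-20; glutamine added as 1mM solution.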
Tb PGK inh: blocks T. brucei phosphoglycerate kinase | Potency, µM (titrated, usually from 57.5 µM), for the others: top-dose activity change, negative = inhibition, most hits filed as inhibitors | hit rate 0.043% among 380,000 | AID 602233 | PGK/GAPDH coupled, Kinase-Glo luminescence, 60 min | P07378; also: potency is read from the fitted curve at half-maximal effect; % is scaled to controls: 0 for no effect and ±100 for the full control effect; nearly all actives have a fitted effect of over 60% in size
Target sequence (P07378 whole entry, looked up): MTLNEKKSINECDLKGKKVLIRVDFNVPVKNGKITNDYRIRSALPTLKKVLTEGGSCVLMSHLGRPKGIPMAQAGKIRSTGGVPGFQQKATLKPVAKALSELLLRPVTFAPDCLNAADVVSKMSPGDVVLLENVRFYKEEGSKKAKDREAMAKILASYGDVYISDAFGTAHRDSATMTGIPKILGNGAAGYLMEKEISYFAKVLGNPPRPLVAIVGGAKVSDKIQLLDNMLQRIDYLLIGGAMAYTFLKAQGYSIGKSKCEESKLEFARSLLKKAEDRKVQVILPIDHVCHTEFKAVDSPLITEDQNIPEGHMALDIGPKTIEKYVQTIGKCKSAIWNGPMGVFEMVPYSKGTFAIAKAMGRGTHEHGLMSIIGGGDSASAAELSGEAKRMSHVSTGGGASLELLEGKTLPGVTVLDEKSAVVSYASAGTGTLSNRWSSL
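Recombinant glycosomal PGK reaction used 1,3-bisphosphoglycerate generated in-well by GAPDH (100nM final) in 100mM TEA pH 7.6, 5mM MgCl2, 0.01% Tween-20. After 60 minutes at room temperature, ATP was read by Kinase-Glo Plus luminescence end-point.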
JMJD2A Tudor: blocks the human JMJD2A Tudor domain; O75164; AlphaScreen JMJD2A-Tudor / H3K4me3 peptide binding; Potency, µM (top dose mostly 114 µM), inactives show top-dose activity change, negative = inhibition, actives largely listed as inhibitors; hit rate 4.4% among 390,000; AID 504339; also: potency is read from the fitted curve at half-maximal effect; % is scaled to controls: 0 for no effect and ±100 for the full control effect; nearly all actives have a fitted effect of over 50% in size
Numbers without * were called inactive; i = inactive; ? = inconclusive; · = not tested or not shown; & = joins results of further samples; [ ] = dose if it differs, or a comment. Unless noted, calls follow the shape of the dose curve; as a rule, active = well fitted curve in the direction sought with a large enough effect; inconclusive = small, poorly fitted or top-dose-only effect, or another doubt; inactive = no such curve, though single readings can be large; an effect the other way counts as inactive or inconclusive. The list is partial, so the mix of outcomes need not match the whole.

SMILES	G9a block	POLH inh	HP1b binding inh	Pin1 inh	PI4K2A inh	BAZ2B block	GLS inhibitor	Tb PGK inh	JMJD2A Tudor
CON1C(=O)C(=O)N(OC)C(C)(C)C1C (stereo not drawn)	8%	-7%	28%	-3%	-1	-7%	2%	-5%	-5%
O=C(O)CCCC(=O)Nc1ccc(Br)cc1C(=O)O	-35%[59 µM]	-15%	46%[activator]	-9%	-4	-31%	3%	-6%	-2%[57.1 µM]
C#CCNC(=O)C1=C[C@H](C(C)(C)C)C[C@H](OCc2ccc(CO)cc2)O1	?	-24%	25%	-3%	-2	-7%	7%	-8%	-22%
Cc1cc(C)c2nc(N(Cc3cccnc3)C(=O)CCS(=O)(=O)c3ccccc3)sc2c1	-37%[59 µM]	-18%	62%[activator]	8%	5	2%	7%	-8%	-27%
O=C(Nc1ccc2oc(-c3cccnc3)nc2c1)c1ccc(-c2cccc(OC(F)(F)F)c2)o1	-4%[59 µM]	-22%	38%	40%[activator]	7	4%	-2%	-3%	-9%
CN(/N=C/Cc1nnnn1-c1ccc(Cl)cc1)c1ccccc1	-3%	-3%	5%	-2%	2	?	12%	-6%	-36%
Nc1ccc(C(=O)n2c3ccccc3c3ccccc32)cc1	8.9µM*	-12%	25%	?	4	-2%	-3%	-2%	-21%
COC1=CCC2([N+](=O)[O-])CN(CC(=O)O)CC1([N+](=O)[O-])C2 (stereo not drawn)	8%[59 µM]	-19%	8%	7%	7	4%	3%	1%	-7%
CN1CCN(C2CCCCC2NS(=O)(=O)c2ccccc2)CC1 (stereo not drawn)	·	6%	21%	-3%	0	-4%	8%	-5%	-1%
CCCn1nc(NC(=O)C2CCCO2)c2cc3ccc(C)cc3nc21 (stereo not drawn)	-6%[12.7 µM]	-9%	122%[activator]	1%	3	35%	-3%	i	55%[activator]
O=C(CCCCn1c(=O)c2ccccc2n(Cc2ccc(F)cc2Cl)c1=O)NCc1ccco1	-7%[59 µM]	-2%	6%	0%	-8	3%	-1%	-8%	-1%
Cn1cc2cc(NC(N)=S)ccc2n1	-6%	-5%	41%[activator]	-10%	2	-2%	26%	-1%	-2%
COCCCNC(=O)c1ccc(Cn2c(=O)c3ccccc3n(Cc3ccccc3C#N)c2=O)cc1	?	-11%	27%	21%	2	-17%	1%	i	-20%
O=C1CC(c2ccc(S(=O)(=O)NCc3ccccc3)cc2)CN1 (stereo not drawn)	16%	3%	38%[activator]	5%	4	-3%	2%	-4%	-15%
COC(=O)c1ccc(-n2nnnc2SCc2ccccc2OC)cc1	28%[59 µM]	-7%	123%[activator]	17%	-17	22%	-13%	-3%	-8%[11.4 µM]
COc1ccc(/C=N/NC(=O)C(C)n2cnc3ccccc3c2=O)cc1 (stereo not drawn)	-8%	-11%	34%	-13%	2	7%	3%	i	-2%
CCOc1ccc(/C=N/NC(=O)c2ccccc2O)cc1CN1CC2CC(C1)c1cccc(=O)n1C2 (stereo not drawn)	-1%[0.501 µM]	-22%	36%	17%	3	-5%	14%	-5%	-23%
COc1ccc(OC)c(CN2CCN(CCCc3ccccc3)C(CCO)C2)c1 (stereo not drawn)	-5%	1%	22%	-1%	-19	-5%	11%	6%	-28%
O=C(Nc1ccc(-c2csc(-c3ccccc3)n2)cc1)c1ccccc1Cl	17%	5%	17%	-1%	-1	-2%	16%	-8%	-13%
C=CCc1cccc(/C=N/NC(=O)CNc2cccc3ccccc23)c1O	?	?	-2%	0%	-2	?	7%	6%	-24%
C/C(=N/N=C1/NC(=O)CC(C(=O)Nc2ccccc2)S1)c1cccs1 (stereo not drawn)	3%[59 µM]	-18%	20%	?	2	-1%	6%	9%	-16%
CCN(c1ccccc1)c1nnc(NC(=O)Nc2cccc(Cl)c2C)s1	?	-3%	18%	-3%	-3	-18%	-1%	-1%	-17%
CCCn1c(N2CCN(CC(=O)c3c(C)n(C)c4ccc(OC)cc34)CC2)nc2c1c(=O)[nH]c(=O)n2C	9%[0.501 µM]	-15%	7%	-3%	-3	?	-11%	-4%	-17%
COc1ccc(N(C)S(=O)(=O)c2ccc3c(c2)NC(=O)CC(=O)N3)c(OC)c1	31%	-2%	27%	-3%	-4	-18%	4%	4%	-13%
CC(C)c1nc(SCC(=O)c2ccccc2)c2c(=O)n(C)c(=O)n(C)c2n1	15%[59 µM]	-4%	73%[activator]	0%	-4	-4%	0%	i	-2%
CCSc1ncnc2c(C#N)c3n(c12)CCCCC3	5%[59 µM]	2%	28%	-1%	-2	6%	5%	-4%	-8%
CN(C(=O)CSCC(=O)O)C1CCCCC1	4%	1%	15%	0%	4	-9%	8%	-2%	-15%
COc1ccccc1CC(=O)Nc1ccc(S(=O)(=O)N2CC(C)CC(C)C2)cc1 (stereo not drawn)	-3%[12.7 µM]	-15%	15%	-2%	1	22%	-9%	-9%	-24%
CCN1C(=NCc2ccc(OC)cc2)N[C@@H](c2ccccc2)C(C(=O)OC)=C1C	-5%[12.7 µM]	-23%	9%	2%	-2	?	3%	-1%	?
CS(=O)(=O)c1ccc(C(=O)NCC2(N3CCCCC3)CCCCC2)cc1	?	-7%	32%	-4%	-1	7%	-7%	-6%	-19%
COc1cccc(C2=NO[C@@H]3C(=O)N(Cc4ccccc4)C(=O)[C@H]23)c1OC	?	-15%	49%[activator]	4%	-5	8%	12%	1%	-12%
Cc1ccc2c(CN3CC(C)CC(C)C3)cc(=O)oc2c1C (stereo not drawn)	14%	-13%	36%[activator]	0%	2	4%	-5%	0%	26%
Cc1ccc(S(=O)(=O)NCc2ccccc2)cc1C(=O)NC(C)c1ccc(S(N)(=O)=O)cc1 (stereo not drawn)	1%	-8%	13%	-10%	-4	8%	1%	7%	-16%
Cc1cc(C)cc(NC(=O)C(=O)NCC(c2ccc3c(c2)OCO3)N2CCN(C)CC2)c1 (stereo not drawn)	-5%[59 µM]	-26%	19%[57 µM]	-6%	1	-21%	-4%	-3%	-12%
Cc1ccccc1NS(=O)(=O)c1cc(C(=O)NCCC2=CCCCC2)ccc1Cl	26%[2.33 µM]	-24%	30%	6%	-1	8%	-13%	-1%	-23%
CCOc1ccc(NC(=O)CSc2nc3c(c(=O)n2-c2ccccc2OC)SCC3)cc1	32µM*	-12%	20%	20%	4	-6%	0%	6%	-13%
COc1ccc(S(=O)(=O)N(CC(=O)NCC2CCCO2)Cc2ccccc2)cc1 (stereo not drawn)	12%	-17%	29%	-2%	2	0%	6%	2%	-14%
Cc1c(C)c2ccc(OCC(=O)NCCCN3CCCC3=O)cc2oc1=O	·	1%	22%	-1%	0	-7%	-3%	-2%	-2%
O=C(OCc1ccccc1)c1cnc(Cl)c(Cl)c1	304%[activator]	-14%	409%[activator]	3%	2	181%[activator]	8%	-2%	231%[activator]
O=C1N(c2ccccc2)CCN1c1ccccc1	-1%[0.501 µM]	-3%	24%	2%	-5	10%	4%	-4%	-1%
Cc1sc(NC(=O)/C=C/C(=O)O)c(C(N)=O)c1-c1ccc(C(C)(C)C)cc1	?	-8%	-28%	-1%	-6	-26%	19%	0%	-32%
Cc1noc(C)c1-c1ccc2ncnc(NC(C)c3ccco3)c2c1 (stereo not drawn)	-4%[0.501 µM]	1%	8%	-11%&0%	-3	?	2%	-5%	?
COc1cc(NS(=O)(=O)c2ccc(NC(=S)NC(C)=O)cc2)nc(OC)n1	·	-2%	22%	6%	4	·	6%	0%	-8%
Cc1ccc(NC(=O)CN(C)c2ccc(S(=O)(=O)N3CCCC3)cn2)cc1	8%	-17%	35%	3%	5	10%	-5%	-7%	-1%
CCN(CC)c1ccc(C(=O)NNC(=O)c2cccn2C)cc1	?	?	-27%	-10%	-1	48%[activator]	17%	-8%	?
COc1cccc(CNC(=O)COC(=O)c2nc(Cl)c(Cl)c(Cl)c2Cl)c1	19%[12.7 µM]	?	25%	-5%	4	-12%	-1%	-5%	-19%
Fc1ccc(CNc2nc(-c3ccccc3)nc3ccccc23)cc1	20%	-26%	151%[activator]	1%	2	40%[activator]	0%	-6%	53%[activator]
CC1=C(C(=O)OC2CCCCCC2)C(c2cccc(Cl)c2)CC(=O)N1 (stereo not drawn)	?	?	24%	2%	-5	-3%	-10%	3%	-9%
O=C(O)C1OC1(c1ccccc1Cl)c1ccccc1Cl (stereo not drawn)	·	?	-1%	-3%	-6	·	-1%	-10%	-18%
CCC(C)NC(=O)Cn1ccc2cc(S(=O)(=O)N3CCCCC3)ccc21 (stereo not drawn)	-11%[59 µM]	9%	30%	2%	4	5%	-24%	-8%	-11%
Nc1c(-c2nc(-c3ccccc3Cl)no2)nnn1-c1ccccc1C(F)(F)F	26%[59 µM]	-12%	85%[activator]	5%	-1	4%	-6%	-7%	-11%
COc1ccc(C2CC(c3cccc(C(F)(F)F)c3)=NN2c2ccc(S(N)(=O)=O)cc2)cc1 (stereo not drawn)	·	-24%	198%[activator]	?	0	·	0%	6%	54%[activator]
CC1(C)CC(NC(=O)c2coc(=O)c(Br)c2)CC(C)(C)N1	13%[59 µM]	-3%	6%	-8%	2	-2%	3%	-3%	-21%
CCCNC(=O)CC(NS(=O)(=O)c1ccc(OC)cc1)c1ccco1 (stereo not drawn)	9%	-24%	48%[activator]	-2%	1	5%	0%	3%	-2%
